STK33 inh = inhibitors of purified STK33 kinase, primary screen, biochemical, ADP-Glo luminescence, homogeneous, cell-free. Serine/threonine-protein kinase 33 (Homo sapiens), Q9BYT3. MBP phosphorylation. inhibition, % at 10 µM. actives 0.073% (n = 320,000). AID 2661, 2010;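 active = inhibition at or above 25%, using the most active replicate where run in duplicate; inactive = inhibition below 25%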
Target sequence (Q9BYT3 whole entry, looked up): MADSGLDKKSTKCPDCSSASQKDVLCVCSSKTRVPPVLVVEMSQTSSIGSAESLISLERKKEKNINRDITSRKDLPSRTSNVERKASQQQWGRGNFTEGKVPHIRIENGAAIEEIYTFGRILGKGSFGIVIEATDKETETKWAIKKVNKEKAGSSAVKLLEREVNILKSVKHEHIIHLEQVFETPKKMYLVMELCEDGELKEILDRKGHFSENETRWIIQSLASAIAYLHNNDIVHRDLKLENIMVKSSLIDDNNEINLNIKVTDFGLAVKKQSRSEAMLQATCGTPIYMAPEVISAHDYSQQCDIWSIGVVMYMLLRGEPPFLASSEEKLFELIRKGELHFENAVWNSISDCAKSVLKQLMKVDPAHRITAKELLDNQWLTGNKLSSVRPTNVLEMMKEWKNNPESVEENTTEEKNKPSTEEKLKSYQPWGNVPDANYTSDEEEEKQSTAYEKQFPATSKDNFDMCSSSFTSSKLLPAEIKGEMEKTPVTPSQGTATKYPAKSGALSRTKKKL
OX1R antag-1 = antagonists of human orexin 1 receptor (OX1R); actives 1.8% (n = 330,000); AID 485270, 2010; Orexin/Hypocretin receptor type 1 (Homo sapiens), O43613; OX1R-expressing cells, FRET antagonist read-out; inhibition, % at 6.6 µM; in the data active = inhibition mostly above about 38%, no sharp cut-off; inactive = mostly below about 40%;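 also: 0% = agonist challenge alone and 100% = reference antagonist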
Target sequence (O43613 whole entry, looked up): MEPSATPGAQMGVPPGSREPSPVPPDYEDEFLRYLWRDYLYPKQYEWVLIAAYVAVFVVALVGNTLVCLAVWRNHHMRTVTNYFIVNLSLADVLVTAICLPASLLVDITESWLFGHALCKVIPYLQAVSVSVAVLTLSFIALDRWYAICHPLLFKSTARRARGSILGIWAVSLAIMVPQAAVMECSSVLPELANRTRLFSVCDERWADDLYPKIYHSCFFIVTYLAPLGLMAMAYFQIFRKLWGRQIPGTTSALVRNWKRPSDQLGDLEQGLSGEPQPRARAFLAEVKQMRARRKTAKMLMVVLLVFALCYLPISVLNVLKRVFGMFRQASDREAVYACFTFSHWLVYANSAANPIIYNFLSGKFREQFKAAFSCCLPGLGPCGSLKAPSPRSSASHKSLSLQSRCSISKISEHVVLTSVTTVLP
OX1R antag-2 = OX1R (HCRTR1) antagonists, primary screen, fluorescence, CHO/OX1R cells, Fluo-8 calcium, orexin A; actives 0.43% (n = 330,000); inhibition, % at 5 µM; AID 434989, 2010; Fluo-8 calcium fluorescence;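 active = inhibition above its plate's threshold, mean inhibition of all tested compounds on the plate plus 3 SD, cut at about 37% in these data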;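 also: 0% = orexin A challenge wells and 100% = SB-334867-A antagonist wells; not every result past the cut was called active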
* hit, by the source's call; . = not tested or not shown. Rows were taken by chance, and some 2.2% of all compounds hit somewhere here.

| STK33 inh | OX1R antag-1 | OX1R antag-2 | SMILES |
| --- | --- | --- | --- |
| . | 14 | 11 | COc1cc(OC)c(N(C)S(=O)(=O)c2cccc(C(=O)Nc3nc(C)cs3)c2)cc1Cl |
| -1.6 | 13 | -22 | COc1ccc(N2CCN(Cc3nc4ccccc4n3C)CC2)cc1 |
| -0.5 | 6 | -23 | CC(C)Cn1c(=O)c(C(=O)N/N=C/c2cccc(F)c2)c(O)c2ccccc21 |
| 0.0 | 30 | 6 | Nc1ccc(N)c(C(=O)O)c1 |
| -0.5 | 15 | 11 | CCc1noc(C)c1C(=O)OCC(=O)c1ccc(NC(C)=O)cc1F |
| -0.5 | 1 | -31 | CCSC1=C(C#N)C2(CCCC2)C(C#N)=C(N)N1 |
| -0.1 | 13 | -18 | O=S(=O)(c1ccccc1)N1CCN(c2cc(-c3ccccc3)nc3ncnn23)CC1 |
| 0.5 | 3 | -14 | Cc1[nH]c(=O)[nH]c(=O)c1S(=O)(=O)N1CCN(c2ccccc2F)CC1 |
| -0.4 | 25 | 22 | CCNS(=O)(=O)c1ccc(NC(=O)c2ccc(Cn3cc(Br)cn3)o2)cc1 |
| -1.8 | -3 | -3 | c1cc(OCCCN2CCCCC2)ccc1CN1CCCCC1 |
| -1.0 | -1 | -10 | COC(=O)c1ccccc1NC(=O)c1ccc2c(c1)C(=O)N(Cc1ccco1)C2=O |
| -0.6 | 1 | -12 | O=C(CCCC(=O)N(CC(=O)NC1CCCC1)c1cccc(F)c1)Nc1ccccn1 |
| 0.6 | 32 | -25 | CCO[C@@H]1OC(C(=O)N2CCN(C)CC2)=C[C@H](c2ccc(C(F)(F)F)cc2)[C@H]1CCCO |
| 0.9 | 23 | -28 | COc1ccc(NC(=S)Nc2cccc(Cl)c2Cl)cc1OC |
| -1.4 | 3 | -10 | Cc1cc(NC(=O)Cn2c(=O)n(CCCCC(=O)NC3CCN(Cc4ccccc4)CC3)c(=O)c3ccccc32)n[nH]1 |
| -0.3 | 7 | -24 | CCN(C[C@H]1N[C@@](CC)(C(=O)OC)[C@H]2C(=O)N(Cc3ccccc3)C(=O)[C@@H]12)S(=O)(=O)c1ccccc1 |
| -4.9 | 7 | -5 | Cc1ccc2cc(CCNC(=O)C(C)(C)C)c(=O)[nH]c2c1 |
| -0.3 | 3 | 1 | O=C(NC1CCCCC1)N1CCC(c2nc(-c3ccc(S(=O)(=O)N4CCCC4)cc3)no2)CC1 |
| 0.2 | 11 | -23 | Cc1cc(NCc2ccccn2)n2ncc(-c3ccccc3)c2n1 |
| 4.0 | 14 | -17 | CCCCc1cc(=O)oc2cc(C)cc(OCC(=O)N[C@@H](CSCc3ccccc3)C(=O)O)c12 |
| 0.5 | 15 | -23 | COC(=O)c1ccc(NC(=O)CSc2nnc(C)n2-c2ccccc2)cc1 |
| -0.5 | 11 | -23 | CC(NC(=O)c1ccc(Br)s1)c1ccncc1 (stereo not given) |
| -2.7 | 12 | -7 | CCN1C(=O)CS/C1=C(\C#N)S(=O)(=O)c1ccccc1 |
| -0.6 | 9 | -12 | O=C(CCOc1ccccc1)Nc1ccnn1C1CCN(C(=O)CCC(F)(F)F)CC1 |
| -0.2 | 34 | -9 | O=C(Nc1ccc2c(c1)OCO2)C1CCCN(S(=O)(=O)c2cccs2)C1 (stereo not given) |
| 0.9 | 18 | -28 | COC(=O)c1ccccc1NS(=O)(=O)c1ccc2c3c(cccc13)C(=O)N2 |
| -0.6 | 11 | -15 | Cc1ccc(-c2nc3ccccc3[nH]2)cc1NC(=O)/C=C/c1ccco1 |
| -0.6 | 18 | -10 | Cc1ccc(-c2nnn(CC(=O)NC3CCCc4ccccc43)n2)cc1 (stereo not given) |
| -0.6 | 25 | 6 | NC(=O)c1ccsc1NC(=O)CSc1nnc2ccccn12 |
| -0.1 | 69 | -1 | O=c1[nH]c(Sc2ccc([N+](=O)[O-])cc2[N+](=O)[O-])nc2ccccc12 |
| 0.5 | 43* | 4 | Nc1cc2c3c(cccc3c1)C(=O)N(CCN1CCCC1)C2=O |
| -0.2 | 93* | 47* | CCn1c2ccccc2c2cc(NC(=O)CSc3nnc(-c4cccc(OC)c4)n3N)ccc21 |
| -1.4 | 19 | -11 | CC1=CC(C)(C)N(C(=O)CSc2nnc(-c3ccc(C)cc3)o2)c2ccc(C)cc21 |
| -0.2 | 19 | -19 | CC#CCN1c2ccccc2[C@]23C[C@@H](C(=O)OC)N(C(=O)NC4CCCCC4)C2=NC(C(=O)OC)=C(C(=O)OC)[C@H]13 |
| -0.2 | 14 | -13 | CCOC(=O)c1ccc(-n2cncn2)nc1 |
| -1.2 | 0 | 1 | CCOc1ccc(NC(=O)COC(=O)Cc2ccsc2)cc1 |
| 1.4 | 33 | -10 | Cc1sc2nc(CSCC(=O)Nc3ccccc3C#N)[nH]c(=O)c2c1C |
| -1.1 | 11 | -34 | CSc1ccccc1NC(=O)CN(C)C(C)C(=O)Nc1ccc(C#N)cc1 (stereo not given) |
| -4.1 | -1 | -5 | COc1cc(-n2c(C)nc3cccnc32)c(Cl)cc1C(=O)O |
| -0.2 | -3 | -19 | CCCc1cc(=O)[nH]c(SCC(=O)N2CCN(S(=O)(=O)c3ccc(C)cc3C)CC2)n1 |
| -0.2 | 13 | -3 | CCC(=O)NS(=O)(=O)c1cccnc1Nc1ccccc1Cl |
| 1.6 | 25 | -2 | COC(=O)c1c(CCl)noc1C(=O)NCC1CCCO1 (stereo not given) |
| -1.9 | 7 | -2 | CCOC(=O)N1CCN(C(=O)c2cn(C)c3ccc(S(=O)(=O)N4CCCC4)cc3c2=O)CC1 |
| -1.4 | 7 | -27 | Cc1occc1-c1nnc(SCC(=O)NC2CCC(C)CC2)o1 (stereo not given) |
| -0.3 | 14 | -5 | COc1cnc(-c2cccc(C(F)(F)F)c2)[nH]c1=O |
| -1.4 | 7 | -32 | CC(Sc1nnnn1C)C(=O)Nc1cc(S(=O)(=O)N2CCCCC2)ccc1Cl (stereo not given) |
| -0.5 | 26 | -19 | Cc1cc(NC(=O)NCc2ccccc2)c(=O)n(Cc2ccccc2F)c1 |
| -0.8 | 5 | -8 | Cc1ccc(-c2csc(NC(=O)Cc3ccc(F)cc3)n2)o1 |
| -0.7 | 21 | -34 | Cc1cccc(C)c1NC(=O)CN1C(=O)NC(C)(CCc2ccccc2)C1=O (stereo not given) |
| 0.0 | 15 | -29 | N#CCSc1nc2c(c(C3CC=CCC3)c1C#N)CCC2 (stereo not given) |

More records
| STK33 inh | OX1R antag-1 | OX1R antag-2 | SMILES |
| --- | --- | --- | --- |
| -1.1 | 20 | -8 | OCC[C@H]1C[C@H](O)[C@@H](O)[C@@]2(CCc3ccccc3O2)O1 |
| 0.3 | 12 | -4 | Cc1cc(C)c(O)c(-c2cc(C(=O)NCc3ccccc3)[nH]n2)c1 |
| -0.5 | 28 | -20 | CCOC(=O)CCCOC(=O)c1ccc(S(=O)(=O)N(C)C)cc1 |
| 0.6 | 9 | -35 | CC(=O)c1cccc(Nc2ccc(-c3ccccc3F)nn2)c1 |
| -1.6 | 21 | -18 | Cc1nn(CC(=O)c2ccc3c(c2)OCCO3)c(=O)c(C#N)c1C |
| -1.0 | 13 | -24 | CC(C)OCc1c(C(=O)OC/C(O)=C(\C#N)c2nc3ccccc3[nH]2)oc2ccccc12 |
| -2.8 | 9 | -26 | CCC(=NCCc1c(C)[nH]c2ccc(C)cc12)C1=C(O)CC(c2ccccc2)CC1=O (stereo not given) |
| -1.0 | 14 | 3 | CC(/C=C/c1ccccc1)=N\NC(=O)c1ccc2c(c1)OCCO2 |
| -0.9 | 27 | -27 | CCc1nn(C(CC)C(=O)NCCCN2CC(C)CC(C)C2)c(=O)c2cc3oc(C)cc3n12 (stereo not given) |
| . | 21 | -23 | O=C(NC1CCCC1)C(=O)N(Cc1cccnc1)C(C(=O)NCC1CCCO1)c1ccco1 (stereo not given) |
| -0.5 | 9 | -10 | Cc1ccc(SCC(=O)OCC(=O)N(C)CC(=O)Nc2ccccc2Cl)cc1C |
| 0.1 | 11 | -39 | Cc1nn(-c2ccccc2)c(C)c1C(=O)NNC(=O)C(F)(F)F |
| -1.0 | 3 | -24 | COc1ccc(NC(=O)C2(N(CC(C)C)C(=O)Cn3nnnc3N)CCCCC2)cc1 |
| 15 | 77* | 5 | Cc1nc2c(ccc3nc(NC(=O)Cc4ccccc4)sc32)s1 |
| 0.3 | -1 | -26 | Cc1ccc(C(CNS(=O)(=O)c2ccc(C)cc2)N2CCN(C)CC2)cc1 (stereo not given) |
| -0.6 | 9 | -22 | O=c1[nH]c2ccccc2cc1CN(Cc1cccnc1)S(=O)(=O)c1ccc(Cl)cc1 |
| -0.2 | 8 | 0 | O=C(NS(=O)(=O)c1ccccc1Cl)c1ccc[nH]1 |
| -1.1 | 17 | -18 | CCOC(=O)NN1C(=O)c2ccccc2NC12CCCC2 |
| -1.4 | 6 | 0 | CCC(C)(C(=O)NC1CCCC1)N(C(=O)c1ccccn1)c1ccc(C)cc1 (stereo not given) |
| -0.5 | 12 | -22 | Cc1c(Cl)cccc1-c1ccc(CNCc2ccccn2)o1 |
| 1.9 | 13 | -2 | COc1ccc(-n2c(SCC(=O)Nc3ccc(C(=O)O)cc3)nnc2-c2cccs2)cc1 |
| 0.3 | 41 | -18 | Cc1cccc(C(=O)NCCNc2nc3cc(C)c(C)cc3cc2C)c1 |
| -1.9 | 12 | 3 | COc1ccc(OC)c(S(=O)(=O)n2nnc3cc(Cl)ccc32)c1 |
| -0.2 | -1 | -21 | COc1ccc(CNC(=O)C2CCN(S(=O)(=O)N3CC(C)CC(C)C3)CC2)cc1 (stereo not given) |
| -0.8 | 9 | -5 | COc1ccc(OCC(=O)N2N=C(C(F)F)CC2(O)C(F)F)cc1 (stereo not given) |
| -2.2 | 18 | -37 | COc1ccccc1C(=O)Nc1ccc(OCc2nnc3c4ccccc4c(C)nn23)cc1 |
| -1.0 | 2 | -8 | S=c1[nH]nc(-c2ccn[nH]2)n1-c1ccccc1Cl |
| -1.5 | 31 | -11 | N#Cc1c(-c2ccco2)ccn(Cc2cccc(F)c2)c1=O |
| 0.2 | 22 | -7 | O=C(CSc1ccc(-c2cccs2)nn1)Nc1ccccc1 |
| -1.1 | 24 | -17 | O=C(NCCc1ccc(Cl)cc1)C1CCC(CNc2nc(=S)[nH]c3ccccc23)CC1 (stereo not given) |
| -0.2 | 8 | -12 | CN(C)C1=C(Cl)C(=O)N(c2ccc(Cl)c(Cl)c2)C1=O |
| -1.2 | 14 | -29 | Cc1ccc(-c2noc(COc3ccc4c(c3)OCO4)n2)cc1 |
| -0.7 | 12 | -19 | COc1cccc(-c2ccc(NC(=O)C3CCCN(Cc4cnn(C)c4)C3)cc2)c1 (stereo not given) |
| -2.5 | 9 | -6 | CC1=C(C)CC(C(=O)Nc2nc(-c3ccc(F)cc3)c(C)s2)C(C(=O)O)C1 (stereo not given) |
| 9.7 | 12 | -11 | C/C(=N\NC(=O)c1cccc(N/N=C(\C)c2cc(O)ccc2O)c1)c1cc(O)ccc1O |
| -6.0 | 11 | 0 | Cc1cc(C(=O)C(=O)O)c(C)n1-c1ccc(Cl)c(Cl)c1 |
| -1.4 | 7 | -18 | Cn1c(N2CCN(C(=O)NCc3ccccc3)CC2)nc2ccccc21 |
| -1.0 | 9 | -49 | CCOC(=O)C1(S(=O)(=O)c2ccc(Cl)cc2)CCN(Cc2ccc(Cl)cc2)CC1 |
| 0.9 | 5 | -1 | Cc1cc(C(F)(F)F)nn1CC(=O)N1CCOCC1 |
| -1.2 | 12 | -14 | CCOC(=O)C1(CCOc2ccccc2)CCN(Cc2ccc(NC(C)=O)cc2)CC1 |
| -0.9 | 23 | -17 | COc1ccc(C2C(C#N)=C(N)OC3=C2C(=O)CC(C)(C)C3)c(OC)c1OC (stereo not given) |
| -0.8 | 23 | -6 | COc1ccc(Cl)cc1Nc1nc(N)c2ccccc2n1 |
| -1.4 | 18 | -6 | CCCCCCCN1CCN=C1N(C)C |
| -0.1 | 20 | -38 | CCC(C)c1ccccc1NC(=O)C(C)N(C)Cc1cccc(OC)c1 (stereo not given) |
| 0.9 | 10 | -14 | N#Cc1ccccc1CSc1nc2ncc(Br)cc2[nH]1 |
| 1.8 | 0 | -17 | Cc1cccc(N/C(N)=N/c2nc3c(c(=O)[nH]2)CCCC3)c1 |
| -0.7 | 12 | -12 | CNc1cc(C)nc(N2CCOCC2)n1 |
| -0.6 | 8 | -7 | O=Cc1ccc(N2CCCCC2)cc1 |
| -0.1 | 15 | -14 | COCCSc1ccccc1C(=O)N1CCCC(C)C1 (stereo not given) |
| -0.4 | 3 | -15 | Cc1nnc(SCc2cc(=O)[nH]c(N3CCCCC3)n2)s1 |

Next records.
| STK33 inh | OX1R antag-1 | OX1R antag-2 | SMILES |
| --- | --- | --- | --- |
| -0.3 | 9 | -14 | Cc1cc(C)cc(NC(=O)N2CCC(NC(=O)c3ccco3)CC2)c1 |
| 4.5 | -1 | -15 | COc1cccc(C(=O)Nc2ccc(C)cc2)c1 |
| 0.8 | 4 | -3 | O=c1[nH][nH]c(C(F)(F)F)c1C=NCc1cccs1 |
| -1.3 | 9 | -1 | CC1(C)CC(=O)C=C(NCCc2ccc(S(N)(=O)=O)cc2)C1 |
| 0.0 | 4 | -15 | COc1ccc(C(C)=O)c2c1OCCO2 |
| 2.6 | 8 | 23 | Cc1cc(N2CCCC2)ccc1NC(=O)COc1ccc(Cl)cc1 |
| -0.3 | -2 | -22 | O=C(COc1ccccc1)NNC(=S)NC(=O)c1ccc(Cl)cc1Cl |

Assay outcomes deposited in PubChem by several laboratories.
